# VLA-4 inh – inhibition in a human VLA-4 binding assay | 330,000 compounds, 0.2% hits | AID 2557 | P13612 | VLA-4 expressing cells, ligand binding flow cytometry | inhibition, % (about 7 µM as worked out from the volumes in the protocol); in the data active = inhibition above about 50%
# AGP1-GFP MLPCN – alters AGP1-GFP fluorescence in TOR pathway yeast screen | S. cerevisiae AGP1-GFP multiplex flow cytometry, 3 h; GFP as percent of DMSO wells | GFP response vs DMSO, % at 10 µM | AID 2066 | 320,000 compounds, 0.02% hits;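 active = GFP response relative to DMSO above a set limit, near screen average plus 3 SD, cut at about 150% in these data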;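 note: median GFP channel fluorescence of the gated AGP1 strain per well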
# BCLXL inh – blocks human Bcl-xL binding to Bim BH3 peptide | 320,000 compounds, 0.7% hits | inhibition, % at 10.9 µM | GST-Bcl-xL / FITC-Bim BH3 peptide fluorescence polarization | AID 2129 | Q07817;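 active = inhibition above the mean of all tested compounds plus 3 SD, cutoff set per campaign, cut at about 30% in these data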;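 note: 0% = DMSO wells and 100% = unlabeled Bim-BH3 peptide competitor; inhibitors lower millipolarization by displacing the labeled peptide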
# Yeast superoxide – yeast age-related superoxide inhibition as caloric restriction mimetic; S. cerevisiae aged cells, superoxide DHE fluorescence; stronger effect = lower value; superoxide response (% of plate mean), % at 10 µM; 330,000 compounds, 0.18% hits; AID 2690;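 active = superoxide response under a set limit, about three screen SD below normal, cut at about 65% in these data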;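 note: yeast aged for seven days with compound at 30 °C before DHE staining; 100% = average MFI of all compound-treated wells on the plate with controls excluded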
# GRK2 aptamer HTS – blocks RNA aptamer binding to human GRK2; P25098; bead flow cytometry, FAM-aptamer displacement from GRK2; inhibition of aptamer binding, % at 10 µM; 330,000 compounds, 0.59% hits; AID 488847;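 active = inhibition of aptamer binding above 40%, roughly 3 SD of noise, on plates passing a quality check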;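 note: median bead fluorescence of bound FAM aptamer so fluorescent compounds give negative values; no value below 0 was filed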
# MCL1 BIM primary – disrupts human MCL1 binding to BIM-BH3 peptide. 320,000 compounds, 0.68% hits. inhibition, % at 10.9 µM. GST-MCL1 / FITC-Bim-BH3 fluorescence polarization;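 active = inhibition above the mean inhibition of all tested compounds plus 3 SD, set per campaign, cut at about 40% in these data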;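 note: 0% = DMSO wells and 100% = unlabeled Bim-BH3 peptide control; higher means more loss of mP so more displacement of Bim peptide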
# MEX-5 binding – C. elegans MEX-5 TCR-2 RNA binding activity; MEX-5/FITC-TCR2 RNA binding, fluorescence polarization; stronger effect = lower value; activity score (negative = inhibition of binding), % at 10 µM; 300,000 compounds, 0.38% hits;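 active = inhibition past about -25% in most replicates, and total fluorescence under double the plate's negative control median, limit read from the data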;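 note: 0% = DMSO and -100% = 5 µM competing unlabeled TCR2 RNA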
# Target sequence (Q9XUB2 whole entry, looked up): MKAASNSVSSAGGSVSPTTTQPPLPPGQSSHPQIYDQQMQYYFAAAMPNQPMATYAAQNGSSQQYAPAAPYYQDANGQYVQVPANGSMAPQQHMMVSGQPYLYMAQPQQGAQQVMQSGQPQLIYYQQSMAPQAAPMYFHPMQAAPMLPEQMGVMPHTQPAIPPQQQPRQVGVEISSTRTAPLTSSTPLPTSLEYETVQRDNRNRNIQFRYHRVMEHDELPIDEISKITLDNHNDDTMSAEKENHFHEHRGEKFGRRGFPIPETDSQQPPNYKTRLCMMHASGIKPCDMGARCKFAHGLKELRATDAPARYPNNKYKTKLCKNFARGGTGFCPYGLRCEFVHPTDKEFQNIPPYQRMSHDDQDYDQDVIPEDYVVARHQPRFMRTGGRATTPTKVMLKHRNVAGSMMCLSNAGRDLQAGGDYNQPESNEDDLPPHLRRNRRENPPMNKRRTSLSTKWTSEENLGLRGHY
# CIT2-GFP yeast – yeast TOR pathway CIT2-GFP modulation. 320,000 compounds, 0.065% hits. AID 2029. GFP response vs DMSO, % at 10 µM. S. cerevisiae CIT2-GFP strain, flow cytometry, 3 h; 100 means same as DMSO wells;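 active = GFP response relative to DMSO above a set limit, near the screen mean plus 3 SD, cut at about 150% in these data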;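 note: ratio of well median GFP fluorescence to mean of DMSO wells on the plate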
# GLD-1 RNA inh – GLD-1-TGE RNA interaction inhibition (C. elegans). purified GLD-1 + fluorescein TGE RNA, fluorescence polarization. inhibition, % at 5.96 µM. 320,000 compounds, 0.44% hits;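 active = percent inhibition above a per-plate cutoff, the plate mean of test compounds plus 3 SD, cut at about 30% in these data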;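 note: 0% = DMSO wells with GLD-1 and probe and 100% = wells lacking GLD-1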
# Target sequence (Q17339 whole entry, looked up): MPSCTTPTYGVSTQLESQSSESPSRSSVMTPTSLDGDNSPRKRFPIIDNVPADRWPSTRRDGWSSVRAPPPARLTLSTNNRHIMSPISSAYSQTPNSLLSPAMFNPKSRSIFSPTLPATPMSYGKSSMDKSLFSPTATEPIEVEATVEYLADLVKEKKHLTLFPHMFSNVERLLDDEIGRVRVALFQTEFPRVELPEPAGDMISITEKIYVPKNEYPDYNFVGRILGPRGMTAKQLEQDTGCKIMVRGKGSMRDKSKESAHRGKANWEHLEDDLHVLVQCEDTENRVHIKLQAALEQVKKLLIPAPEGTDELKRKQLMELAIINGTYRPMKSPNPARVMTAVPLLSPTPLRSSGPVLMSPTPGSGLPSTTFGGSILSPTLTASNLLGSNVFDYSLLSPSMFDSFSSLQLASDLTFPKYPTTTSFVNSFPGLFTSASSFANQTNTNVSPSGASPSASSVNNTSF
# Numbers without * were called inactive; x = not tested or not shown.
SMILES,AGP1-GFP MLPCN,MEX-5 binding,GRK2 aptamer HTS,MCL1 BIM primary,VLA-4 inh,GLD-1 RNA inh,BCLXL inh,CIT2-GFP yeast,Yeast superoxide
CSc1ccc(C(=O)C2CCCN(Cc3cccn3-c3cccnc3)C2)cc1 (stereo not given),92,2.0,0,6,12,4,5,94,96
N#CC1(NC(=O)CSc2nnc(COc3ccccc3F)n2N)CCCCC1,97,3.1,3,-4,8,-1,0,86,102
Cn1nc(C(=O)Nc2nc3ccc(S(C)(=O)=O)cc3s2)ccc1=O,100,2.1,0,-4,2,2,4,95,95
CC(C)c1ccccc1NC(=O)Nc1ccc(F)cc1F,96,-1.6,1,3,13,-5,6,108,90
CCOC(=O)C1=C(C)NC(C)=C(C(=O)OCC)C1C1=COCCO1,106,1.3,3,7,23,1,6,110,97
O=c1cc2n(c(=O)[nH]1)CCC1=C2CCCC1,95,-3.9,4,30,-2,8,18,94,98
CCOc1ccc(N(CC(=O)NCc2ccc(OC)cc2)S(=O)(=O)c2c(C)[nH]c(=O)[nH]c2=O)cc1,97,-0.8,5,-8,1,2,-1,94,107
CC(C)n1cc(C(=O)N2CCCC(Nc3ccc(F)c(F)c3)C2)cn1 (stereo not given),102,0.1,0,6,4,-4,7,101,90
O=C(O)c1ccc(N/N=C/c2ccnc3ccccc23)cc1,108,-11,0,1,7,3,8,92,76
Cc1ccc(/C=N/NC(=O)CCSc2ccccc2)cc1,89,2.0,0,3,9,5,0,92,111
Cc1ccc(Cn2c(Sc3nnc(C)s3)nc3c2c(=O)[nH]c(=O)n3C)cc1,100,1.0,0,2,-14,0,4,90,119
Cc1c(NC(=O)c2ccc(Cl)nc2)cccc1-c1nc2cccnc2s1,99,1.0,1,0,2,2,5,94,104
Nc1nonc1-n1nnc(C(=O)N/N=C/c2ccccc2F)c1-c1cccs1,99,-0.6,0,8,7,5,2,103,84
CC(C)(C)C(=O)Nc1nc(-c2ccc3c(c2)OCO3)cs1,95,2.9,7,3,7,-3,3,100,107
O=C(/C=C/c1ccco1)Nc1ccc(CN2CCOCC2)cc1,103,x,4,2,19,-3,1,99,92

# Brought forward from above: three compounds, followed by the next part.
SMILES,AGP1-GFP MLPCN,MEX-5 binding,GRK2 aptamer HTS,MCL1 BIM primary,VLA-4 inh,GLD-1 RNA inh,BCLXL inh,CIT2-GFP yeast,Yeast superoxide
Nc1nonc1-n1nnc(C(=O)N/N=C/c2ccccc2F)c1-c1cccs1,99,-0.6,0,8,7,5,2,103,84
CC(C)(C)C(=O)Nc1nc(-c2ccc3c(c2)OCO3)cs1,95,2.9,7,3,7,-3,3,100,107
O=C(/C=C/c1ccco1)Nc1ccc(CN2CCOCC2)cc1,103,x,4,2,19,-3,1,99,92
O=S(=O)(c1ccc(-c2ccon2)s1)N1CCN(CCN2CCOCC2)CC1,92,-1.8,0,11,5,-9,7,96,102
O=c1c2ccccc2nc(COc2ccccc2)n1/N=C/c1cc([N+](=O)[O-])ccc1O,89,0.6,0,12,3,3,3,88,89
CC1(C)Cc2c(sc3nnn(Cc4ccc(Cl)cc4)c(=O)c23)CO1,100,x,0,-8,-169,2,-4,92,102
Cc1cc(NC(=O)/C=C/c2ccccc2)no1,91,-1.3,0,3,0,0,3,87,86
CC(C)(C)N(Cc1ccccc1)C(=O)CSc1ncn[nH]1,109,1.2,0,6,46,4,5,106,97
Cc1cccc(C)c1NC(=S)NCc1ccncc1,114,0.0,3,1,-12,1,4,96,99
Cc1ccc(N2C(=O)c3ccccc3C2Nc2ccccc2F)nc1 (stereo not given),96,1.3,0,3,25,-5,0,91,105
COc1ccc(NC(=O)CN(C)C(=O)c2ccc(OCc3ccccc3)c(OC)c2)cc1,106,0.5,0,-5,13,-1,2,95,96
O=C(NNC(=O)c1ccc(-n2cncn2)c([N+](=O)[O-])c1)c1ccc(Cl)cc1,96,-7.2,1,-2,0,-1,3,97,140
O=C(NCCCN1CCOCC1)c1ccc2c(c1)N(Cc1ccc(F)cc1)CCS2,108,3.2,0,5,2,-5,7,108,89
Cc1ccc(-n2[nH]c(=O)c3cccnc32)cc1,110,-1.6,0,4,6,-7,2,108,86
COC(=O)c1cn(CC(=O)N2CCCCCC2)c2ccccc12,98,2.7,0,3,1,8,5,96,103
Cc1noc(C)c1COC(=O)CCOc1ccccc1,97,-1.9,0,2,1,-1,2,88,105
COc1ccc(OCC(=O)NCCCn2ccnc2)cc1,106,0.5,0,3,-10,7,6,107,105
Cc1nnc(SCC(=O)Nc2nc3c(s2)CC(C)CC3)s1 (stereo not given),99,1.2,0,4,-7,9,-2,100,131

SMILES,AGP1-GFP MLPCN,MEX-5 binding,GRK2 aptamer HTS,MCL1 BIM primary,VLA-4 inh,GLD-1 RNA inh,BCLXL inh,CIT2-GFP yeast,Yeast superoxide
CCOc1ccc(OCC)c(NS(=O)(=O)c2cn(C)cn2)c1,95,-1.2,0,-2,15,-1,-2,99,104
COc1ccc(-n2c(SCC(=O)Nc3sc4c(c3C#N)CCCC4)nnc2-c2ccc(O)cc2)cc1,100,-0.8,0,6,4,-4,5,96,101
CN(C)S(=O)(=O)c1cccc(COC(=O)c2cc([N+](=O)[O-])ccc2N2CCOCC2)c1,103,-1.3,2,-2,-2,-5,-5,99,102
O=C(CSc1nnc(NC(=O)C2CC(=O)N(c3ccc(F)cc3)C2)s1)NCc1ccco1 (stereo not given),107,-1.2,2,4,4,0,6,97,104
CCOc1ccc(NS(=O)(=O)c2ccc(OC)c(C)c2)cc1,101,-2.7,2,0,5,4,2,95,134
c1ccc(-c2nc(-c3ccco3)cs2)nc1,104,0.3,2,9,-13,-8,11,104,92
O=c1[nH]ncc2c3ccccc3n(Cc3ccccc3F)c12,98,-0.1,2,4,6,-4,1,105,96
COc1ccc(C2CC(=O)c3ccccc3O2)cc1 (stereo not given),89,2.1,2,2,5,-2,3,84,94
Cc1cc(C)cc(OCC(=O)Nc2ccc(N3CCN(S(C)(=O)=O)CC3)cc2)c1,104,1.7,0,11,-5,-2,8,x,97
Cc1ccc(CNC(=O)c2cc(COc3c(F)cccc3F)on2)s1,87,0.5,0,1,-26,6,-2,77,93
Cc1ccc(S(=O)(=O)N2CCC(C(=O)N[C@@H](C)C(=O)NCCc3ccccc3)CC2)cc1,105,x,0,12,10,5,8,86,96
COC(=O)[C@@H]1CCCN1C(=O)CCc1nnc(CCc2c[nH]c3ccccc23)o1,101,0.4,1,0,0,2,3,97,104
CC(C)Cc1nc(Nc2ccc(S(=O)(=O)N3CCCC3)cc2)c2nnn(Cc3ccccc3)c2n1,105,1.2,1,-3,-3,1,-1,104,106
O=C(O)c1ccc2c(c1)C1C=CCC1C(c1cc3c(cc1Br)OCO3)N2 (stereo not given),94,-2.8,0,2,9,0,9,82,105
CN(CCCNC(=O)CCCOc1cc(=O)n(C)c2ccccc12)Cc1ccccc1,102,-2.9,0,1,8,2,3,102,84

SMILES,AGP1-GFP MLPCN,MEX-5 binding,GRK2 aptamer HTS,MCL1 BIM primary,VLA-4 inh,GLD-1 RNA inh,BCLXL inh,CIT2-GFP yeast,Yeast superoxide
COc1ccc(C(=O)N2CCN(c3ccc(NC(=O)Cc4ccccc4)cc3)CC2)cc1,97,2.1,0,1,6,6,1,99,93
Cc1ccc(CNc2ccccc2C(=O)O)s1,92,0.6,0,13,3,0,8,82,101
COCCCN1C(=O)c2[nH]nc(-c3ccccc3O)c2C1c1cccc(Cl)c1 (stereo not given),101,1.8,5,5,-5,6,8,105,88
O=C(NCCNC(=O)c1cc(OCC(F)(F)F)ccc1OCC(F)(F)F)Nc1ccccc1,102,4.5,2,2,5,3,-1,99,103
COc1cccc(NC(=O)C(c2ccccc2)N2CCN(CC(=O)N3CCOCC3)CC2)c1 (stereo not given),98,x,0,-7,-2,-8,-10,96,105
CCOc1ccccc1N(CC(=O)N1CCCCCC1)S(C)(=O)=O,106,-0.4,0,0,12,-5,5,102,89
Cc1nn(CC(O)c2ccccc2)c(C)c1Br (stereo not given),97,0.9,1,-1,2,-2,3,92,98
CCOc1ccccc1C(=O)Nc1ccc2c(c1)C(=O)NC2=O,106,1.0,2,3,4,3,3,104,98
CC(=O)c1ccc(S(=O)(=O)Nc2ccccc2C(=O)NC2CC2)cc1,97,x,0,-2,-6,6,3,93,87
Cc1ccccc1-c1nc(CS(=O)(=O)CC(=O)NCc2ccccc2)c(C)o1,96,0.3,0,3,-8,8,1,95,104
CC(CCc1ccccc1)NCC(O)COc1ccccc1 (stereo not given),102,3.8,0,0,-4,-4,5,99,96
O=C(NNC(=O)C1C2CCC(C2)C1C(=O)O)c1ccc(Cl)cc1 (stereo not given),103,-3.2,2,-1,-7,-1,-3,90,97
Cc1nn(CC(=O)OCC(=O)c2ccccc2)c(C)c1[N+](=O)[O-],118,x,0,x,19,2,x,122,105
Cc1cc(C)c(C)c(S(=O)(=O)N2CCSCC2)c1C,100,0.4,1,5,11,-1,-1,97,105
Cc1c(NC(=O)N(C)C)c(=O)n(-c2ccccc2)n1C,x,0.4,0,-4,0,0,1,122,91

SMILES,AGP1-GFP MLPCN,MEX-5 binding,GRK2 aptamer HTS,MCL1 BIM primary,VLA-4 inh,GLD-1 RNA inh,BCLXL inh,CIT2-GFP yeast,Yeast superoxide
O=S(=O)(c1ccc(F)c(F)c1)N1CCN(CCc2ccccc2)CC1,93,-2.2,0,4,0,0,2,98,102
CCOc1cc(-c2sc(Nc3ccccc3)n[n+]2C)ccc1OC,85,0.6,0,5,15,11,5,74,98
CCNC(=S)N(Cc1cc2cc(C)cc(C)c2[nH]c1=O)C1CCCC1,106,-0.6,0,19,21,-2,7,104,87
CN1C(=O)CC(N2CCC(C(N)=O)CC2)C1=O (stereo not given),100,0.9,1,12,5,-2,5,96,101
CCOc1ccc(CN2CCNC(=O)C2CC(=O)O)cc1 (stereo not given),108,3.1,2,3,-6,0,8,95,103
COc1ccc(/C=C2/C(=N)N3C(=NC2=O)Sc2cc(S(C)(=O)=O)ccc23)cc1OC,113,-6.3,0,-6,-2,-3,1,101,93
COc1ccc(C(C(=O)NCC2CCCO2)N(C(=O)c2snc(C(N)=O)c2N)c2ccccc2C)cc1OC (stereo not given),94,1.1,4,1,-1,4,2,91,104
CC1=C(C#N)C(/C=N/OCc2ccc(Cl)cc2)CC(=O)N1 (stereo not given),106,-2.0,1,1,8,5,11,101,108
COc1ccccc1N1CCN(CC(=O)c2c[nH]c3ccccc23)CC1,82,-4.2,0,-11,-6,-6,-14,88,93
CN1CCN(S(=O)(=O)c2ccc(N3CCN(C(c4ccccc4)c4ccccc4)CC3)nc2)CC1,101,2.6,0,-3,-2,-9,2,98,94
CCNC(=S)N(Cc1cccs1)Cc1cc2cc(OCC)ccc2[nH]c1=O,99,-0.1,0,2,5,-3,0,97,109
O=[N+]([O-])c1ccccc1/C=C/CN1CCCCC1,107,1.5,0,2,38,7,1,103,114
CNC(=S)N1N=C(c2cccs2)CC1c1ccc(OC)cc1 (stereo not given),98,-0.9,1,10,17,3,8,95,93
O=C(Nc1ccc(F)cc1)c1cccc2ccccc12,96,-0.3,0,-3,2,-1,-1,104,100
NC(=O)c1cc2cc(Br)ccc2oc1=NCc1ccccc1,98,1.4,0,13,-6,2,12,108,103
COc1ccc(Cl)cc1NS(=O)(=O)c1c(C)[nH]c(=O)[nH]c1=O,94,1.0,1,x,1,x,x,99,101
O=C(Nc1cccnc1)c1ccc([N+](=O)[O-])cc1Cl,96,-0.1,2,5,4,0,-4,99,134
